# Source: PubChem BioAssay
# SENP7 inh: blocks the human protease SENP7. Q9BQF6. recombinant SENP7, Z-RLRGG-aminoluciferin luminescence, 40 min. inhibition, % at 5 µM. actives 1.5% (n = 330,000). AID 434973;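 active means inhibition above about 50% at the single test dose, limit read from the data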;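 further: plate controls were DMSO with enzyme for no effect and no enzyme buffer wells for full effect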
# Target sequence (Q9BQF6 706-1050 limits assumed): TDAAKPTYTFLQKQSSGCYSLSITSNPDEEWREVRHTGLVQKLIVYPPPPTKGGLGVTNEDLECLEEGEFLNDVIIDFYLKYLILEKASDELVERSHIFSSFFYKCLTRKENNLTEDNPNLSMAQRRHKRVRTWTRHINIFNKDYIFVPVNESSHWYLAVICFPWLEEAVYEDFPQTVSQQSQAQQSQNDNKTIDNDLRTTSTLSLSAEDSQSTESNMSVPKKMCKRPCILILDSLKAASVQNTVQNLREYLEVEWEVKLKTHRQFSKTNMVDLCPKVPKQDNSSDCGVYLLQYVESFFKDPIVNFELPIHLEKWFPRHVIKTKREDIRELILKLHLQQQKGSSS
# UBC13 inh: blocks human UBC13 polyubiquitin chain formation. P61088. actives 0.47% (n = 330,000). AID 485273. TR-FRET. inhibition, % at 20 µM; in the data active means inhibition above about 45%, passing the limit was not always enough
# Target sequence (P61088 whole entry, looked up): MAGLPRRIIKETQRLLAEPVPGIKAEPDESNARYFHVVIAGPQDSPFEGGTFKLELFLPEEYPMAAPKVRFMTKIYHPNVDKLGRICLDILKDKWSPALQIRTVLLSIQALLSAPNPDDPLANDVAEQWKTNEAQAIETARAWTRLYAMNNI
# MIN6 prolif: induces beta-cell replication in MIN6 cells; MIN6 cells proliferation, ATPlite luminescence, 48 h; cells starved in 0.2% serum; 100% = growth in 10% serum; proliferation, % at 10 µM; actives 0.29% (n = 330,000); AID 2380;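 active means compounds whose signal lies at least 3.5 SD above the mean of all wells on their plate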;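 further: 0% = DMSO-treated cells in low-serum medium and 100% = 10% serum control; some compounds called inactive have numbers as strong as hits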
# HKDC1 inh: blocks human hexokinase HKDC1 activity. AID 493160. Q2TB90. inhibition, % at 20 µM. actives 0.16% (n = 340,000). recombinant HKDC1, G6PDH/diaphorase resazurin coupled fluorescence;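 active means inhibition above about 35% when tested at 20 µM, limit read from the data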;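 further: plate controls were DMSO wells with enzyme for no effect and DMSO wells lacking enzyme for full effect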
#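 Assay system: recombinant HKDC1 hexokinase; detection: coupled resazurin fluorescence, excitation 525 nm, emission 613 nm; benchmarks: DMSO-plus-enzyme-mix negative control, buffer-substituted positive control; compound dosing: single 20 µM dose; schedule: 90 min at room temperature in dark; also added: glucose plus 1 mM ATP as hexokinase substrates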
# SENP8 block-1: inhibitors of human SENP8 protease; Q96LD8; purified SENP8, Z-RLRGG-aminoluciferin cleavage, luminescence; inhibition, % at 10 µM; actives 1.2% (n = 330,000); AID 2540; in the data active means inhibition above about 50%
# Target sequence (Q96LD8 whole entry, looked up): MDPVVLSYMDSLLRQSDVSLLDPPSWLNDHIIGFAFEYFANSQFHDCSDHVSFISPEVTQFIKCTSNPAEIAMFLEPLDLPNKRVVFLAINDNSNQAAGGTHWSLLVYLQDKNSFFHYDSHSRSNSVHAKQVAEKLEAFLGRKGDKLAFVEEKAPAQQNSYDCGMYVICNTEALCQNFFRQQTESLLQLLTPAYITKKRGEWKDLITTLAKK
# PfG6PD inh: PfG6PD (Plasmodium falciparum) enzyme inhibition; PfGluPho enzyme, NADPH resazurin-diaphorase fluorescence; inhibition, % at 20 µM; actives 0.78% (n = 350,000); AID 504690;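 active means inhibition reaching at least a set limit at 20 µM in the primary screen, cut at about 59% in these data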;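 further: 0% = DMSO wells with substrate and 100% = DMSO wells lacking glucose-6-phosphate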
# SENP8 block-2: SENP8 (human) protease inhibition; recombinant SENP8, Nedd8 substrate fluorescence; Q96LD8; inhibition, % at 20 µM; actives 0.64% (n = 360,000); AID 602440; in the data active means inhibition mostly above about 40%, no sharp cut-off; inactive means mostly below about 27%
# SENP6 block: inhibitors of human SENP6 protease. AID 2599. inhibition, % at 10 µM. actives 1.8% (n = 330,000). Recombinant SENP6 catalytic domain, aminoluciferin luminescence. Q9GZR1;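 active means inhibition above about 50% at the single tested dose, limit read from the data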;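 further: plate controls were DMSO wells with enzyme for no effect and DMSO wells lacking enzyme for full effect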
# SENP1 inh: SENP1 (human) catalytic domain inhibition | actives 0.21% (n = 360,000) | Q9P0U3 | inhibition, % at 10 µM | recombinant SENP1 catalytic domain, CyPet-SUMO1-YPet FRET cleavage;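 active means inhibition at least 30% at 10 µM, raw YFP signal under a set limit, fluorescence ratio 0.5 to 1.5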;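 further: 0% = enzyme with DMSO and 100% = no enzyme wells; some results filed as inactive read as strong as hits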
# Target sequence (Q9P0U3 419-644 limits assumed): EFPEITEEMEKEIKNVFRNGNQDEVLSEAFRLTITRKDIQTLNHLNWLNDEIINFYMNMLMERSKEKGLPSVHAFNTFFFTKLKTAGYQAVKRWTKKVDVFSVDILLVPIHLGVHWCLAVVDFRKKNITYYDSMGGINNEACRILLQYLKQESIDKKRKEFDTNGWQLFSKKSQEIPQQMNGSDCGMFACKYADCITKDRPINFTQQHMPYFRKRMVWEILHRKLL
#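 Assay system – human recombinant His6-tagged SENP1 catalytic domain enzyme · Input – SENP1 enzyme, 20 pM final · Buffer or medium – Tris pH 8 buffer plus EDTA, NaCl, BME, BSA, NP40, catalase · Schedule – 50 min reaction at room temperature · Technique – FRET read of cyan and yellow fluorescence · Control set – no-enzyme wells low, DMSO-plus-enzyme wells high control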
# * = called active by the depositor; . = no result given.
1) CCOC(=O)c1c(C)[nH]c(C(=O)COC(=O)CCS(=O)(=O)c2ccc(C)cc2)c1C
2) COc1ccc(OCC(=O)Nn2c(-c3ccc(OC)cc3)nc3ccccc3c2=O)cc1
3) COC(OC)c1ccc(C#N)c(SCc2ccc(C)cc2)n1
4) COc1ccc2c(c1)c(=O)oc1cc(OCC(=O)N3CCC(C)CC3)ccc12
5) COCCn1c(SCC(=O)c2ccccc2)nc2c(c1=O)SC(C)C2 (stereo not drawn)
6) C=CCN1C(=O)NC(c2ccc(OC)cc2)(C(F)(F)F)S/C1=C(\C#N)c1nnc(N2CCOCC2)n1-c1ccccc1 (stereo not drawn)
7) CC(=O)Nc1ccc(-c2cc(C(=O)O)c3ccc(C)cc3n2)cc1
8) COc1ccc(S(=O)(=O)N2CCOC2CNC(=O)C(=O)NCc2ccco2)cc1C (stereo not drawn)

compound no.	1	2	3	4	5	6	7	8
SENP7 inh	1	1	-7	13	11	0	-4	-4
UBC13 inh	5	7	-2	13	-1	-20	8	-17
MIN6 prolif	-1	0	-1	-3	1	-3	-2	0
HKDC1 inh	-6	-4	2	0	-12	14	5	-5
SENP8 block-1	5	1	-5	1	-5	-10	-10	-6
PfG6PD inh	17	-15	-7	5	-8	-6	-7	-8
SENP8 block-2	0	35	-3	-282	8	11	-423	27
SENP6 block	14	11	-35	-1	4	-8	-45	0
SENP1 inh	-2	0	-1	-8	5	1	-9	-1

9) O=C(NC1CC1)C1CCCN1S(=O)(=O)c1ccc2ccccc2c1 (stereo not drawn)
10) CC1(C)Cc2nc(N3CCOCC3)c(C#N)cc2CO1
11) Cc1ccc(C(=O)N2CCCC(C(=O)Nc3cccc(-c4ccc(F)cc4)c3)C2)cn1 (stereo not drawn)
12) CCOC(=O)N1CCN(c2c(NCCc3ccc(OCC)c(OCC)c3)c(=O)c2=O)CC1
13) CCOC(=O)CN1C(=O)C(O)(CC(=O)c2ccco2)c2ccccc21 (stereo not drawn)
14) CCN(CC)C(=O)COc1ccc2c(-c3ccc(OC)cc3)cc(=O)oc2c1
15) Cc1cc(Cl)ccc1NC(=S)Nc1ccccn1
16) CCCCN(C(=O)c1ccc(S(=O)(=O)N2CCCCC2)cc1)C1CCS(=O)(=O)C1 (stereo not drawn)

compound no.	9	10	11	12	13	14	15	16
SENP7 inh	4	6	-1	-6	10	-8	.	0
UBC13 inh	-6	18	8	-3	-5	3	.	-11
MIN6 prolif	-3	-4	-2	-2	-1	-2	.	-4
HKDC1 inh	-2	-3	-3	-6	0	8	-6	-2
SENP8 block-1	-4	3	6	1	-9	-2	.	-8
PfG6PD inh	2	11	-16	-1	-5	-3	-15	4
SENP8 block-2	20	-308	19	1	18	-25	7	6
SENP6 block	5	-2	-9	-14	-12	15	.	1
SENP1 inh	0	-4	3	0	1	-21	1	3

17) O=C(COC(=O)c1cc([N+](=O)[O-])ccc1N1CCOCC1)c1ccc(F)cc1
18) COc1ccc(C(=O)NC(Cc2ccc(OC(=O)c3ccc(OC)cc3)cc2)C(=O)O)cc1 (stereo not drawn)
19) Cc1ccc(C(=O)NCc2ccc3c(c2)OCO3)c(C)c1
20) Cc1cc(C)c2cc(CN(CCCN(C)C)C(=S)NCc3ccccc3)c(=O)[nH]c2c1
21) CC1CCCN(C(=O)COC(=O)Cn2cnc3ccccc32)C1 (stereo not drawn)
22) CC(=O)N1CCN(C(=O)CNC(=O)c2ccc(Br)o2)CC1
23) O=S(=O)(CCc1nc2ccccc2s1)c1ccc2ccccc2c1
24) COc1ccc(C(=O)NCc2nnc(SCC(=O)Nc3nc4ccccc4s3)o2)cc1

compound no.	17	18	19	20	21	22	23	24
SENP7 inh	7	-5	0	14	6	2	4	3
UBC13 inh	7	-4	2	7	-5	-7	5	2
MIN6 prolif	8	0	0	-6	-2	1	6	-1
HKDC1 inh	0	14	-3	-17	-1	-5	1	10
SENP8 block-1	7	-18	3	-1	1	0	1	0
PfG6PD inh	18	-63	-6	-1	-13	7	20	-28
SENP8 block-2	16	18	17	5	-8	5	15	-4
SENP6 block	3	-3	12	4	-4	5	-20	11
SENP1 inh	-1	-2	2	0	-1	3	1	2

25) CCCCc1nc2cc(Cl)ccc2o1
26) CC1=Nc2ccccc2/C1=C/c1nc(-c2ccc(C)s2)oc1O
27) COc1cccc2cc(C(=O)Oc3ccc(NC(C)=O)cc3)c(=O)oc12
28) O=C(CN1C(=O)NC2(CCOc3ccccc32)C1=O)NCc1ccccc1 (stereo not drawn)
29) COc1ccc(-c2cc(C(=O)NC3CCCC3)no2)cc1
30) COCCNC(=O)c1n[nH]c2ccccc12
31) O=S(=O)(NCC1CCCO1)c1ccc(S(=O)(=O)N(Cc2ccc(F)cc2)Cc2ccco2)cc1 (stereo not drawn)
32) COc1ccc(N2CCN(/C(=N\S(=O)(=O)c3ccccc3)Nc3nc(C)cc(C)n3)CC2)cc1

compound no.	25	26	27	28	29	30	31	32
SENP7 inh	-2	0	4	11	-4	-3	0	2
UBC13 inh	-4	-41	1	2	3	-19	-2	8
MIN6 prolif	1	-5	2	0	0	-1	-2	2
HKDC1 inh	0	-2	-9	-5	-5	-6	-6	0
SENP8 block-1	-7	-2	-9	-9	-11	-16	-9	-1
PfG6PD inh	6	3	3	-12	2	-18	3	-10
SENP8 block-2	8	-45	3	-1	10	9	16	11
SENP6 block	-4	-3	-3	11	-25	3	4	-14
SENP1 inh	1	-32	2	-2	1	1	0	1

# Three records picked at random from those above:
29) COc1ccc(-c2cc(C(=O)NC3CCCC3)no2)cc1
30) COCCNC(=O)c1n[nH]c2ccccc12
28) O=C(CN1C(=O)NC2(CCOc3ccccc32)C1=O)NCc1ccccc1 (stereo not drawn)

compound no.	29	30	28
SENP7 inh	-4	-3	11
UBC13 inh	3	-19	2
MIN6 prolif	0	-1	0
HKDC1 inh	-5	-6	-5
SENP8 block-1	-11	-16	-9
PfG6PD inh	2	-18	-12
SENP8 block-2	10	9	-1
SENP6 block	-25	3	11
SENP1 inh	1	1	-2

# Later entries:
33) Cc1ccccc1OCC(=O)Nc1ccc(N2CCN(C)CC2)c(Cl)c1
34) O=C(N/N=C/c1ccccc1Br)C1CC1
35) CC1(C)Cc2nc3nc(SCC(=O)NCCc4ccccc4)n(-c4ccccc4)c(=O)c3cc2CO1
36) O=C(CN1CCN(Cc2ccccc2)CC1)Nc1cccc(Br)c1
37) O=S(=O)(c1ccccc1)c1ccc(NCc2ccco2)cc1
38) O=C1c2ccc(Cl)cc2S(=O)(=O)c2cccc(C(=O)N3CCC(Cc4ccccc4)CC3)c21
39) Cc1nn(Cc2ccc(F)cc2)c2sc(C(=O)Nc3ccc(N4CCOCC4)cc3N3CCOCC3)cc12
40) Cc1ccnc(NC(=O)c2oc3ccccc3c2C)c1

compound no.	33	34	35	36	37	38	39	40
SENP7 inh	1	-2	-7	6	7	7	-7	85*
UBC13 inh	2	7	-7	7	3	1	-4	-2
MIN6 prolif	0	0	-1	2	-1	-7	-2	-7
HKDC1 inh	-5	-6	0	-3	5	1	-3	2
SENP8 block-1	-2	-7	-7	-2	6	-3	-4	72*
PfG6PD inh	19	-5	-9	5	-16	3	25	43
SENP8 block-2	6	1	-22	6	-92	13	24	9
SENP6 block	-20	-10	-3	-11	18	-16	-5	81*
SENP1 inh	1	4	-1	1	-2	-5	3	0

# Profiles, looked up by structure:
# `Cc1nn(Cc2ccc(F)cc2)c2sc(C(=O)Nc3ccc(N4CCOCC4)cc3N3CCOCC3)cc12` in the list: SENP7 inh = -7; UBC13 inh = -4; MIN6 prolif = -2; HKDC1 inh = -3; SENP8 block-1 = -4; PfG6PD inh = 25; SENP8 block-2 = 24; SENP6 block = -5; SENP1 inh = 3
# `O=C1c2ccc(Cl)cc2S(=O)(=O)c2cccc(C(=O)N3CCC(Cc4ccccc4)CC3)c21` in the list: SENP7 inh = 7; UBC13 inh = 1; MIN6 prolif = -7; HKDC1 inh = 1; SENP8 block-1 = -3; PfG6PD inh = 3; SENP8 block-2 = 13; SENP6 block = -16; SENP1 inh = -5
# `CC1(C)Cc2nc3nc(SCC(=O)NCCc4ccccc4)n(-c4ccccc4)c(=O)c3cc2CO1` in the list: SENP7 inh = -7; UBC13 inh = -7; MIN6 prolif = -1; HKDC1 inh = 0; SENP8 block-1 = -7; PfG6PD inh = -9; SENP8 block-2 = -22; SENP6 block = -3; SENP1 inh = -1

# (continued)
41) CCN1C(=O)C(CC(=O)Nc2ccc(OC)cc2)N(Cc2cccnc2)C1=S (stereo not drawn)
42) O=C1C2C3C=CC(C3)C2C(=O)N1CC1CCCO1 (stereo not drawn)
43) Cc1cccc(N2C(=NC(=O)c3ccccc3)SC3CS(=O)(=O)CC32)c1 (stereo not drawn)
44) COc1cccc2cc(C(=O)N3CCN(C/C=C/c4ccccc4)CC3)c(=O)oc12
45) O=[N+]([O-])c1cc(-c2nc3nc4ccccc4nc3n2CCc2ccccc2)cc([N+](=O)[O-])c1
46) CNc1ncnc2c1cnn2C1CCCCO1 (stereo not drawn)
47) CCN(CCn1cccn1)Cc1ccccc1OCC(O)CN1CCc2ccccc2C1 (stereo not drawn)
48) CC(C(=O)N1CCc2ccccc21)n1cnc2c1c(=O)n(C)c(=O)n2C (stereo not drawn)

compound no.	41	42	43	44	45	46	47	48
SENP7 inh	-6	0	-1	0	5	.	-11	-3
UBC13 inh	-9	3	8	0	-7	.	1	-2
MIN6 prolif	-4	-3	2	-2	0	.	-3	-4
HKDC1 inh	-15	1	0	3	-8	-4	6	-6
SENP8 block-1	-2	-3	-3	-9	-3	.	-2	7
PfG6PD inh	11	-10	3	-3	-6	-6	-13	-2
SENP8 block-2	17	16	2	-54	-24	4	34	5
SENP6 block	4	-10	-8	-15	-21	.	-25	-8
SENP1 inh	0	-1	2	-91	-46	2	-2	-1

49) Cc1nnc(SCC(=O)Nc2ncc3c(n2)CC(C)(C)CC3=O)s1
50) Cc1ccc(-c2nc(CS(=O)CC(=O)N3CCN(c4ccccc4)CC3)c(C)o2)cc1 (stereo not drawn)
51) O=C(NCCCN1CCOCC1)NC12CC3CC(CC(C3)C1)C2
52) Cc1cc(C)c(OCC(=O)OCC(=O)NC2CCC(C)CC2)c(C)c1 (stereo not drawn)
53) Cc1cc(=O)oc2ccc(OCC(=O)O)cc12
54) Cn1cccc1C(=O)OCC(=O)Nc1ccc2c(c1)CCC2
55) COc1cc(C2C(C(C)=O)=C(O)C(=O)N2Cc2ccccc2)ccc1O (stereo not drawn)
56) N#C/C=C1\n2c(nc3ccccc32)OC12CCCCC2

compound no.	49	50	51	52	53	54	55	56
SENP7 inh	-1	3	-8	2	3	-6	4	-4
UBC13 inh	4	-6	-2	8	13	4	-10	-13
MIN6 prolif	-1	-5	-2	1	2	-4	1	1
HKDC1 inh	2	-3	-8	-1	-3	5	1	4
SENP8 block-1	4	2	-3	-10	-4	-14	3	-2
PfG6PD inh	2	-13	-8	-5	-6	0	-43	-17
SENP8 block-2	12	10	1	10	-260	13	21	18
SENP6 block	-6	14	-24	6	-12	2	7	-21
SENP1 inh	-1	3	2	1	-1	0	1	0
